# NPC1 promoter act: NPC1 promoter activation; Huh7 NPC1 promoter luciferase reporter, 24 h; Potency, µM (doses to about 9.22 µM), without a hit: at the top dose activation, usual class: activators; 320,000 tested, 2.4% active; AID 485313;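 further: potency means the concentration at half of the fitted maximal effect; % of control where 0% means no effect; nearly all actives have a fitted effect of over 60% in size; reporter is driven by a mutant NPC1 promoter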
#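 Readout is luciferase luminescence, reflecting NPC1 promoter activation in stably transfected Huh7 cells after 24 h compound exposure at 37 °C in reduced-serum medium with 10% FBS.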
# Menin MLL FP TR: menin-MLL binding inhibition, Texas Red mutant peptide; Menin + Texas Red MLL mutant peptide, fluorescence polarization; Potency, µM (highest dose often 61.6 µM), without a hit: at the highest dose FP activity change, negative = inhibition, usual class: inhibitors; 270,000 tested, 0.23% active; active means well fitted inhibition curve with a large enough effect in the polarisation, with a control signal flat, not every such curve was filed as active; inconclusive means small, poorly fitted or top-dose-only effect, or effect the other way, or a change in a side signal; inactive means no such curve, though single readings can be large or run the other way; the % refers to the polarisation; further: potency means the concentration at half of the fitted maximal effect; % of control where 0% means no effect; many of its hits are not listed in these tables
# Mito fusion yeast: blocks mitochondrial division or promotes mitochondrial fusion; 320,000 tested, 0.23% active; S. cerevisiae fusion-defective mutant growth rescue, CellTiterGlo 48 h; Potency, µM (series often up to 46.1 µM), for the others: at the highest dose growth rescue (activation), usual class: activators;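 further: potency means the concentration at half of the fitted maximal effect; % of control where 0% means no effect; nearly all actives have a fitted effect of over 45% in size; temperature-sensitive fusion mutants such as fzo1-1 at 37 °C on non-fermentable ethanol glycerol medium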
#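 Temperature-sensitive fusion-defective S. cerevisiae (e.g. fzo1-1, mgm1-5) were grown with compound in YPEG medium (3% ethanol, 3% glycerol) for 48 hours at 37C. Growth rescue was measured as viability by CellTiterGlo luminescence after 10 minutes at ambient.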
# VP16 counter: Gal4-VP16 reporter inhibition counter-screen. 310,000 tested, 3.5% active. Potency, µM (doses to about 53.6 µM), inactives show at the top dose activity, negative = inhibition, hits mostly inhibitors. Drosophila S2 Gal4-VP16 UAS-luciferase, luminescence, 20 h;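 further: Gal4-VP16 expression switched on by copper sulfate through the metallothionein promoter; potency means the concentration at half of the fitted maximal effect; on the % scale 0 is the no-effect control and ±100 the full control effect; nearly all actives have a fitted effect of over 50% in size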
# FLuc counter: counter-screen for miR-21 project: firefly luciferase inhibitors or activators. P08659. purified FLuc, Km substrates, luminescence inhibition. Potency, µM (highest dose often 57.5 µM), inactives show at the top dose activity change, negative = inhibition, actives largely listed as inhibitors. 360,000 tested, 6.9% active. AID 588342;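 further: potency means the concentration at half of the fitted maximal effect; plate controls were vehicle for no effect and reference inhibitor for full effect; nearly all actives have a fitted effect of over 55% in size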
#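 Purified P. pyralis luciferase, 10 nM final, with Km-level 10 uM D-luciferin and 10 uM ATP in 50 mM Tris acetate pH 7.5, 10 mM Mg acetate, 0.01% Tween-20, 0.05% BSA; 6-point qHTS titration about 60 µM downward; luminescence read.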
# MBNL1 CUG block: inhibitors of human MBNL1 binding to CUG repeat RNA | TR-FRET MBNL1-His/biotin-(CUG)12 binding, 665/545 ratio | 280,000 tested, 0.036% active | Potency, µM (highest dose often 57.5 µM), without a hit: at the highest dose activity change, negative = inhibition, actives largely listed as inhibitors; active means well fitted inhibition curve with a large enough effect in the signal ratio, with a control signal flat, not every such curve was filed as active; inconclusive means small, poorly fitted or top-dose-only effect, or effect the other way, or a change in a side signal; inactive means no such curve, though single readings can be large or run the other way; the % refers to the signal ratio; further: potency means the concentration at half of the fitted maximal effect; on the % scale 0 is the no-effect control and ±100 the full control effect
# Target sequence (Q9NR56 whole entry, looked up): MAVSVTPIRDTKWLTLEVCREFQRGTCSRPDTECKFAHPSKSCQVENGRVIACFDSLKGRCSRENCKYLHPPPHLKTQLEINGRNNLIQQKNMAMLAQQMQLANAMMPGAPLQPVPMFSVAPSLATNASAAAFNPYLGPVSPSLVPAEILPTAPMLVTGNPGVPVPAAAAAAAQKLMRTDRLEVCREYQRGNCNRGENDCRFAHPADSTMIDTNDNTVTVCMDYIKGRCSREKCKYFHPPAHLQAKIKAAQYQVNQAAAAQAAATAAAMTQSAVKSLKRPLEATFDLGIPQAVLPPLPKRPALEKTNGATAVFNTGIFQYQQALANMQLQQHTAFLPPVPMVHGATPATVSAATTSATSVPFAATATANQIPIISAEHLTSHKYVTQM
#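 Compounds (final 92 nM to 58 uM) are added to His-tagged MBNL1 and biotin-(CUG)12, then terbium anti-His antibody and streptavidin-XL665 (5 nM final). After 60 min at room temperature, the 665/545 nm ratio is read.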
# ELG1 DNA repair: inhibitors of ELG1-dependent DNA repair in HEK293T cells | HEK293T ELG1-luciferase reporter, luminescence, 16 h; DNA damage induced by 5-fluorouridine | Potency, µM (top dose mostly 46.1 µM), without a hit: top-dose activity change, negative = inhibition, actives largely listed as inhibitors | 330,000 tested, 2.3% active | AID 504467; further: potency means the concentration at half of the fitted maximal effect; on the % scale 0 is the no-effect control and ±100 the full control effect; nearly all actives have a fitted effect of over 55% in size
#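 Cells (2,000 per well) received 5-fluorouridine plus test compound or DMSO and were incubated 16 hr at 37 °C, 5% CO2. Luciferase activity was read by luminescence 30 min after ONE-Glo addition; signal suppression marked inhibition of damage-induced ELG1 function.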
# KCNH2 3.1 inh: KCNH2 3.1 (human) potassium channel inhibition. U2OS KCNH2 3.1, thallium flux FluxOr; active compounds read low. activity change, % (tested at about 1.8 µM). 340,000 tested, 0.95% active. AID 720553;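 active means maximum activity change below -70%; inconclusive means maximum activity change from -70% to -50%; inactive means maximum activity change above -50%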;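 further: thallium influx rate constant from kinetic fluorescence after stimulation buffer; on the % scale 0 is the no-effect control and ±100 the full control effect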
#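 Virally transduced U2OS (3.1 isoform, 4 h infection in dark at RT) → overnight 37 C → FluxOr + Red40 in HBSS/HEPES, 45 min → stimulation buffer, 2 min kinetic read → rate constant vs DMSO controls.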
# RORgamma inh: ROR gamma (mouse) transcription inhibition; AID 2551; 310,000 tested, 5.4% active; Drosophila S2 Gal4-RORgamma UAS-luciferase reporter, 20 h; Potency, µM (series often up to 53.6 µM), without a hit: at the top dose activity change, negative = inhibition, hits mostly inhibitors; further: potency means the concentration at half of the fitted maximal effect; on the % scale 0 is the no-effect control and ±100 the full control effect; nearly all actives have a fitted effect of over 60% in size
#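 A Gal4/UAS one-hybrid system in insect cells: metallothionein-promoter Gal4–ROR gamma fusion plus Photinus luciferase reporter. Copper sulfate 700 uM final, 20 hr ambient incubation, luminescent detection after 10 min with reagent.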
# PKM2 activator: activators of human pyruvate kinase M2. 260,000 tested, 0.34% active. purified PKM2, Kinase-Glo ATP luminescence, activation; response scale: 0% is enzyme alone, no compound. Potency, µM (highest dose often 57.5 µM), inactives show top-dose activation, hits mostly activators. P14618; further: potency means the concentration at half of the fitted maximal effect; on the % scale 0 is the no-effect control and ±100 the full control effect; nearly all actives have a fitted effect of over 55% in size
# Target sequence (P14618 whole entry, looked up): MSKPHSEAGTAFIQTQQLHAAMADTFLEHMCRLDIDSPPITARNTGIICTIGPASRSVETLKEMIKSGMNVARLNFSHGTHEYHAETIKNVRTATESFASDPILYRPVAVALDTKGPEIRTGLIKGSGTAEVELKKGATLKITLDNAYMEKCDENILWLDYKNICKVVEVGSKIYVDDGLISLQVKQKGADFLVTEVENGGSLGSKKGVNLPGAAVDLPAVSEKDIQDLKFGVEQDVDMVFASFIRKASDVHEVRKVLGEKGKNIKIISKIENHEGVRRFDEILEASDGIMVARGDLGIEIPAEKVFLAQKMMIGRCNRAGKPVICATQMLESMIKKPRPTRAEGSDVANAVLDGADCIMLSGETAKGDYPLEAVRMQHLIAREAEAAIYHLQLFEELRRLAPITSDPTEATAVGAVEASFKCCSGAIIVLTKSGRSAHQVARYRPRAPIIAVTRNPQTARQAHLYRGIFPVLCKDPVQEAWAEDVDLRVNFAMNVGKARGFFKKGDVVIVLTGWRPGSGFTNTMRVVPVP
#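 Purified hPK-M2 (>95% pure) converted ADP (0.1 mM final) to ATP with 0.5 mM PEP in 50 mM imidazole pH7.2, KCl, MgCl2, Tween 20, BSA; 1 h at room temperature. ATP detected by Kinase-Glo luminescence.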
# Rab9 promoter act: activates the Rab9 promoter | Huh7 Rab9 promoter-luciferase reporter, luminescence, 24 h | Potency, µM (doses to about 9.22 µM), for inactives: top-dose activation, negative = inhibition, actives largely listed as activators | 320,000 tested, 2.8% active; further: potency means the concentration at half of the fitted maximal effect; % of control where 0% means no effect; nearly all actives have a fitted effect of over 60% in size
#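 Measured in stably transfected Huh7 cells bearing a Rab9 promoter–luciferase construct: 24 h compound treatment at 37 °C, followed by luminescence detection.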
# The depositor's hits bear a star; ? = inconclusive; . = no result given; & = joins results of further samples; [ ] = remark or other dose. Unless noted, the call rests on the fitted dose curve; in most records, active means well fitted curve in the direction sought with a large enough effect; inconclusive means small, poorly fitted or top-dose-only effect, or another doubt; inactive means no such curve, though single readings can be large; an effect the other way counts as inactive or inconclusive. An excerpt, so the mix of outcomes need not match the whole.
SMILES,NPC1 promoter act,Menin MLL FP TR,Mito fusion yeast,VP16 counter,FLuc counter,MBNL1 CUG block,ELG1 DNA repair,KCNH2 3.1 inh,RORgamma inh,PKM2 activator,Rab9 promoter act
O=C(CSc1nc2ncccc2[nH]1)NCCc1ccccc1,1.8%,-7.5%,1.1%,0.4%,0.2%,-6.7%,-0.5%,12.3,20.9%,?,-2.0%
O=C(NC(=S)NCc1cccnc1)c1cccc2ccccc12,-4.3%,10.7%,4.5%,-15.6%,4.4%,4.1%,?,-2.4,?,-0.2%,-5.7%
CCOc1ccc(NC(=O)C2CCCN(S(=O)(=O)c3c(C)n[nH]c3C)C2)cc1 (stereo unspecified),10.0%,11.3%,7.5%,-8.1%,-1.7%,-4.9%,5.9%,2.5,23.9%,-2.4%,5.0%
COc1ccc(CNC(=O)[C@H](Cc2ccccc2)NC(=O)C2CCNCC2)cc1,-0.4%,-19.3%,1.2%,3.7%,4.3%,-3.0%,?,0.6,-8.9%,.,0.2%
O=C(NC(=S)Nc1ccccc1)c1cccs1,2µM*,0.3%,?,8.91µM*,16.9µM*,39.6%[activator],?,8.7,5.01µM*,2.8%,?
COc1ccc(-c2nnc(SCC(N)=O)n2N)cc1,1.2%,4.5%,-4.3%,-0.3%,4.0%,-1.7%,14.1%,9.0,-3.8%,2.5%,-0.8%
CCOc1ccc(Nc2nc(CC(=O)OC)cc(=O)[nH]2)cc1,-0.9%,-18.0%,-4.4%,-1.4%,-8.8%,6.5%,1.0%,23.2,-5.2%,-14.0%,-3.6%
COc1ccc(-c2nc(NC(=O)c3ccc(OCC(=O)Nc4ccc(F)cc4)c(OC)c3)sc2C)cc1,-7.5%,-2.8%,-6.0%,20µM*,-1.1%,.,?,-25.0,?,1.8%,-15.3%
Cc1ccc2c(c1)NC(=O)C(CC(=O)NCCCN1CCc3ccccc3C1)O2 (stereo unspecified),-1.4%,-11.3%,-0.7%,1.4%,-0.7%,10.1%,-1.7%,3.0,27.7%,5.5%,-4.5%
COc1ccc(NC(=O)Cn2c(C)cc(=O)c3ccccc32)cc1,-6.9%,0.7%,-5.8%,?,-12.8%,-7.9%,-28.0%,-5.9,14.1%,4.7%,-19.4%
Brc1ccc(Oc2nsnc2N2CCOCC2)cc1,4.8%,-15.6%,1.5%,0.9%,-3.6%,-9.0%,3.8%,-3.0,16.4%,3.1%,9.2%
CN(C(=O)Nc1ccc(Cl)cc1Cl)[C@H]1c2cc(Br)ccc2OC[C@H]1CO,-4.7%,29.2%,19.0%,?,19.5%,-4.6%,20.6µM*,2.3,2.82µM*,7.0%,-5.8%
Cc1cc(N2C(=O)C(O)=C(C(=O)c3cc4ccccc4o3)C2c2ccc(Cl)cc2)no1 (stereo unspecified),0.9%,.,1.3%,?,-0.3%,242.6%[activator],-12.4%,6.4,?,.,4.1%
COc1ccc(-c2nc3c(c(SCC(=O)N4CCOCC4)n2)COC(C)(C)C3)cc1,-14.3%,2.8%,0.7%,-9.2%,-1.1%,-12.6%,5.7%,1.2,-3.9%,-4.8%,4.8%
CC1CCCC(C)N1/N=C/c1ccc(N(C)C)cc1 (stereo unspecified),-1.4%,-6.8%,-12.5%,-11.8%,5.0%,3.4%,4.3%,-1.0,?,0.4%,2.6%
NS(=O)(=O)c1cccc(NC(=O)c2cccc(Oc3ccccc3)c2)c1,6.1%,49.3%[activator],6.3%,3.7%,10.7µM*,-2.5%,-19.2%,14.1,-31.4%,.,6.2%
CN(C)C(=O)/C(=C/c1ccc(-c2cccc([N+](=O)[O-])c2)o1)NC(=O)c1ccccc1,-0.2%,-18.0%,3.1%,-3.4%,1.5%,?,?,19.0,?,5.8%,-5.4%
NC1=C(c2ccc(F)cc2)C(=O)CS1,-5.4%,-5.2%,1.9%,-9.4%,-2.1%,-15.9%,?,13.1,-14.8%,-2.0%,5.3%
COc1ccc(S(=O)(=O)N2CCCN(CC(=O)Nc3ccc4c(c3)OCO4)CC2)cc1,-2.2%,.,-0.1%,?,4.3%,-17.7%,?,-12.7,?,?,4.2%
C[C@H]1CCC[C@@]2(O[C@@H](CCO)C[C@@H](O)[C@@H]2O)O1,-4.2%,.,-3.2%,-3.4%,-1.1%,-13.2%,14.4%,10.9,-0.3%,9.7%,-1.4%
CC(=O)c1ccc(-c2ccc(/C=C(/Sc3n[nH]c(C)n3)C(=O)O)o2)cc1,-3.1%,.,-4.6%,?,6.01µM*,.,-0.6%,-6.3,5.62µM*,12.5%,1.5%
CCN(CC)S(=O)(=O)c1ccc(O)c(C(=O)OCC(=O)N(C)Cc2ccccc2)c1,0.0%,1.4%,5.2%,-1.1%,0.2%,2.8%,?,-2.2,?,1.7%,6.3%
Cc1ccc(-c2ccc(=O)n(CCC(=O)NCCN3CCCCC3C)n2)cc1 (stereo unspecified),1.0%,-14.5%,1.2%,-6.3%,-1.3%,-3.6%,1.1%,-2.3,-1.0%,1.3%,-4.0%
C=CCNc1nc(C(=O)OCC(=O)Nc2c(Cl)cccc2C(F)(F)F)cs1,3.3%,.,11.7%,.,-4.5%,.,22.9%,10.8,.,.,0.7%
CC1CCC2(CC1)NC(=O)N(NC(=O)CCl)C2=O (stereo unspecified),-7.7%,5.6%,5.4%,-1.0%,-1.8%,-6.0%,7.2%,6.6,12.4%,-0.8%,-2.4%
OCC#CCSc1nnc(-c2cccc3ccccc23)o1,-3.1%,.,-1.4%,.,?,.,?,.,.,.,-0.6%
COc1ccc(S(=O)(=O)N2CCN(C3Cc4ccccc4C3)CC2)cc1,-1.4%,0.2%,1.8%,-9.0%,11.2%,.,-5.3%,-8.9,14.5%,10.8%,-2.1%
CC1=CC(C)(C)NC(=S)N1c1ccccc1C,-1.1%,-2.6%,-18.3%,0.2%[10 µM],-3.3%,1.4%,4.0%,-4.1&-2.4,2.24µM*,0.3%,-5.6%
COc1ccc(S(=O)(=O)N2CCN(Cc3cc(=O)n4ccccc4n3)CC2)cc1,-13.1%,.,0.4%,.,5.3%,.,?,16.3,.,.,2.3%
CCN(CC(=O)NCc1ccc(Cl)cc1)C(=O)CCc1ccccc1,-5.5%,-4.0%,5.4%,3.1%,0.1%,-2.5%,3.3%,-18.6,0.0%,.,-4.0%
CC1CC(C)CN(C(=S)SCc2nc(N)nc(Nc3ccccc3)n2)C1 (stereo unspecified),0.8%,.,23.0%,?,-6.5%,-12.8%,?,-1.3,5.62µM*,-0.3%,-4.5%
O=C(NCCCN1CCCC1=O)c1cc(-c2ccc3c(c2)OCO3)nc2ccccc12,-0.1%,-1.7%,1.2%,-9.6%,23.9µM*,19.1%,-27.9%,4.7,1.0%,1.3%,-4.1%
O=C(Nc1ncc(Cc2ccccc2Cl)s1)C1CCCO1 (stereo unspecified),3.55µM*,25.3%,8.2%,?,9.53µM*,?,?,0.4,-70.0%,-3.8%,1.41µM*
CC(=O)Nc1ccc(S(=O)(=O)Nc2cccn(Cc3ccc(C)cc3)c2=O)cc1,-15.3%,?,4.1%,2.3%,-2.5%,-3.5%,?,-25.7,?,-1.9%,-2.9%
Oc1ccc2ccccc2c1/C=N/c1nccs1,7.5%,18.8%,0.6%,-6.7%,-7.0%,?,10.2%,9.1,1.1%,-24.3%,-5.1%
COc1ccccc1N1CCN(C(=O)CSc2ccccc2)CC1,27.6%,-6.1%,-0.3%,9.1%,?,1.4%,?,-5.6,13.9%,7.0%,?
C/C(=N\NC(=O)c1cc(C)nc2ccccc12)c1ccccn1,-9.5%,.,-10.1%,.,.,.,?,-10.4,.,.,-24.3%
COc1ccc(/C(O)=C2/C(=O)C(=O)N(c3ccccn3)C2c2ccc(OC)c(OC)c2)cc1 (stereo unspecified),-3.4%,.,1.1%,-0.7%,0.8%,?,12.2%,-2.6,-14.9%,-0.4%,-4.6%
CCOc1ccc(C(=O)N(CC)CC(=O)Nc2ccc3c(c2)OCCO3)cc1OCC,-2.9%,.,-4.2%,.,4.6%,.,9.4%,17.9,.,.,1.2%

# Source: PubChem BioAssay
